Compound activity (PubChem)
IP6K1 inhibitor: inhibitors of human IP6K1; Q92551; IP6K1 kinase, ADP-Glo luminescence, 2 h; stronger effect = lower value; activity change, % (series mostly up to about 58 µM); actives 0.81% (n = 140,000); in the data active means activity change below about -25%
Target sequence (Q92551 whole entry, looked up): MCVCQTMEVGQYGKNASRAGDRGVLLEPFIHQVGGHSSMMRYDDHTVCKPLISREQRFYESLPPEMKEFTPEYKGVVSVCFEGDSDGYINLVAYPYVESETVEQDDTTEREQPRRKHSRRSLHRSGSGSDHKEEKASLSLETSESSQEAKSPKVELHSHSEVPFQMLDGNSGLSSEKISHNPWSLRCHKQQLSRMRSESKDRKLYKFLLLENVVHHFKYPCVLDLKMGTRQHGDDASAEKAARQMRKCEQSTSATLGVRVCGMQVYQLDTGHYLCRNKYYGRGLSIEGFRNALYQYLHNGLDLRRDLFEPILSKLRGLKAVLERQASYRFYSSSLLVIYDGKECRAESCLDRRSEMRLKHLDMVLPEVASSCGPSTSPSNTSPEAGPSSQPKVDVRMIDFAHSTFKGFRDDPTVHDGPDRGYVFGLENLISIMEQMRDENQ
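ADP-Glo luminescence measures ADP made by human IP6K1 during a 2 h RT reaction with ATP/IP6 (mix at 1.3 mM/130 uM); top library doses 57.5 and 19.1 uM final.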
3T3 cytotox: cytotoxic compounds in NIH 3T3 cells. NIH 3T3 viability, CellTiter-Glo ATP luminescence, 48-72 h. Potency, µM (titrated, usually from 96.7 µM), inactives show at the highest dose activity change, negative = cytotoxicity, actives largely listed as inhibitors. actives 4.3% (n = 94,000). AID 1345082; further: potency means the concentration at half of the fitted maximal effect; nearly all actives have a fitted effect of over 55% in size
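Luminescent ATP readout (CellTiter-Glo, 10 min RT) after 48 or 72 hr compound exposure of NIH 3T3 cells seeded at 400 cells/well in 1536-well format; quantitative HTS.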
GPT2 inhibitor: inhibitors of human GPT2 alanine aminotransferase; Recombinant GPT2, coupled pyruvate oxidase/HRP Amplex Red fluorescence; Potency, µM (series often up to 57.7 µM), for the others: at the top dose activity change, negative = inhibition, usual class: inhibitors; actives 0.25% (n = 100,000); further: potency means the concentration at half of the fitted maximal effect; nearly all actives have a fitted effect of over 60% in size; many of its hits are not listed in these tables
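Fluorescence read-out: pyruvate from GPT2 turnover coupled to pyruvate oxidase, HRP and Amplex Red (0.2mM ThPP, 0.2U/mL PO and HRP, 50uM Amplex final). Substrates 250uM a-KG, 2mM L-alanine; enzyme 10ng/uL; 30 min RT.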
FLuc inh: blocks purified firefly luciferase enzyme activity; Potency, µM (top dose mostly 115 µM), for the others: top-dose activity change, negative = inhibition, usual class: inhibitors; P08659; actives 2.5% (n = 76,000); purified P. pyralis luciferase, luminescence, biochemical; further: potency means the concentration at half of the fitted maximal effect; nearly all actives have a fitted effect of over 65% in size
Target sequence (P08659 whole entry, looked up): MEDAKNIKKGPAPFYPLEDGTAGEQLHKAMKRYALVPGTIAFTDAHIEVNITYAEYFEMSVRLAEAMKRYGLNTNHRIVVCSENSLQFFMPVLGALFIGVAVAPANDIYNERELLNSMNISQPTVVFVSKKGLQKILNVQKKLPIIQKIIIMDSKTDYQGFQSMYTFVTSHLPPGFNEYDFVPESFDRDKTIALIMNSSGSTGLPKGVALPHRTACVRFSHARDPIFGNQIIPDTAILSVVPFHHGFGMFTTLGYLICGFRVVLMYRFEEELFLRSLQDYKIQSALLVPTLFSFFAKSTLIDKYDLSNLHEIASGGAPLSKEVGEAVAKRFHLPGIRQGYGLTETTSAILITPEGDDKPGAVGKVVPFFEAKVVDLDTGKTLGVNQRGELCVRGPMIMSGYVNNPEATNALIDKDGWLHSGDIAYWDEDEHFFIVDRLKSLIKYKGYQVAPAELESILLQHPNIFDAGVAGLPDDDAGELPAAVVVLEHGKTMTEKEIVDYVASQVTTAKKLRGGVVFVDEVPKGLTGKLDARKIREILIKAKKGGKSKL
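Purified P. pyralis luciferase (10nM final) in 50mM Tris acetate pH 7.5, 10mM Mg acetate, 0.01% Tween-20, 0.05% BSA with 10uM D-luciferin and 10uM ATP. Compounds titrated qHTS. Luminescence imaged on CCD.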
HEK293 tox: kills HEK 293 cells | HEK 293 viability, ATP luminescence (CellTiter-Glo), 48-72 h | Potency, µM (top dose mostly 115 µM), without a hit: at the highest dose activity change, negative = cytotoxicity, usual class: inhibitors | actives 6.6% (n = 94,000); further: potency means the concentration at half of the fitted maximal effect; nearly all actives have a fitted effect of over 60% in size
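Pintool-delivered compounds were incubated with HEK 293 cells (250 cells/well) at 37 degree Celsius for 48 or 72 hr. ATP-dependent luminescence (CellTiter-Glo) then reported remaining viable cells.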
SNCA viab count: cell viability loss counter-screen. HEK-293-SNCA-luc viability, GF-AFC fluorescence, 24 h. Potency, µM (doses to about 57.1 µM), inactives show top-dose activity change, negative = cytotoxicity, hits mostly cytotoxic. actives 0.12% (n = 150,000). AID 1671193;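 further: potency means the concentration at half of the fitted maximal effect; 0% = DMSO-treated cells and -100% = medium-only wells without cells; nearly all actives have a fitted effect of over 30% in size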
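Cytotoxicity counterscreen: after 24 h compound treatment of genome-edited SNCA-luciferase HEK-293 cells, live-cell protease substrate GF-AFC read by fluorescence after 30 min; activity scaled between DMSO (0%) and medium-only (-100%), curves Hill-fitted.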
SNCA expr inhib: reduces expression of the alpha-synuclein gene; Potency, µM (top dose mostly 57.2 µM), for inactives: at the top dose activity change, negative = inhibition, most hits filed as inhibitors; HEK-293 SNCA-luciferase knock-in, luminescence, 24 h; actives 0.17% (n = 140,000); AID 1671194;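 further: potency means the concentration at half of the fitted maximal effect; plate controls were DMSO cells for no effect and cell-free wells for full effect; nearly all actives have a fitted effect of over 45% in size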
* = called active by the depositor; i = inactive; u = inconclusive; x = no result given; [ ] = remark or other dose. Unless noted, the call rests on the fitted dose curve; in most records, active means well fitted curve in the direction sought with a large enough effect; inconclusive means small, poorly fitted or top-dose-only effect, or another doubt; inactive means no such curve, though single readings can be large; an effect the other way counts as inactive or inconclusive. Unless noted, on the % scale 0 is the no-effect control and ±100 the full control effect.

structure | IP6K1 inhibitor | 3T3 cytotox | GPT2 inhibitor | FLuc inh | HEK293 tox | SNCA viab count | SNCA expr inhib
COc1ccc(NC(=O)N2CCc3c(C(=O)NC(C)C)cccc32)cc1 | -4 | u | i | 0.28µM* | 25µM* | -11% | 3.5µM*
COc1ccc(NC(=O)N[C@@H]2C=C[C@@H](c3c(C)nn(-c4ccccn4)c3C)C2)cc1 | 7 | 112µM* | 2%[88.5 µM] | u | 71µM* | -18%[87.6 µM] | 72%[activator][87.6 µM]
O=C(Cn1cccc1-c1nc(-c2ccccc2)no1)Nc1ccc2c(c1)OCCO2 | 10 | i | i | -15% | u | -21% | 32%[activator]
COc1ccc(-c2noc(-c3cc(-c4ccc(F)cc4)n[nH]3)n2)cc1 | 5 | x | x | x | x | 4% | 9%
Cc1ccc(NC(=O)N2CCc3c(C(=O)NCCc4ccccn4)cccc32)cc1 | 2 | u | u | 5.6µM* | u | -7% | u
CC(C)=CC(=O)N1CC[C@H](NC(=O)Nc2ccc(F)cc2F)[C@H]1C(=O)N[C@@H](Cc1cccs1)C(N)=O | 2 | i | 1% | 6% | -2% | 3% | -17%
COc1cccc(NC(=O)C(=O)NCCc2sc(-c3cccc(C)c3)nc2C)c1 | -18 | x | x | x | x | 3% | 158%[activator]
O=C(c1ccccc1)N1CCC(N2CCCC2=O)CC1 | -20 | i | 1%[88.5 µM] | x | 1%[172 µM] | 7%[87.6 µM] | -2%[87.6 µM]
CC(=O)N(C1CC1)C1CCOC2(CCN(C(=O)CCCc3ccccc3)CC2)C1 (configuration not stated) | -9 | -21% | i | 28µM* | u | -1% | 26%
O=C(C1CCCN1C(=O)C1CCCC1)N1CCC(N2CCOCC2=O)CC1 (configuration not stated) | 12 | -3% | i | x | 4% | -6% | u
O=C(c1ccncc1)N1CCCCCC1CN1CCCC1 (configuration not stated) | -16 | -3% | i | 2% | i | 1% | 18%
Cc1ccc(C(=O)N2CCCC3(CC(Cc4ccccc4)=NO3)C2)cc1 (configuration not stated) | 10 | -14% | i | -1% | u | -13% | -13%
Cc1ccc2nc(-c3ccc(O)cc3)c(Nc3ccc(Cl)cc3)n2c1 | 17 | x | x | x | x | -24% | 15%
Cc1ccc(CNC(=O)N2C[C@@H](C(N)=O)[C@H](c3n[nH]c(C)n3)C2)cc1 | 2 | i | i | 6% | i | 2% | -4%
Cc1nc(-c2ccc(F)cc2)n(CC(=O)Nc2ccc(F)c(Cl)c2)c(=O)c1CCO | 4 | u | -11% | -7% | 35µM* | u | u
COc1ccc(-c2cc(-c3ccc(C)cc3)nc3c2COc2ccccc2-3)cc1 | 2 | x | x | x | x | 3% | 20%
COc1ccccc1CNC(=O)C1CCc2ncc(-c3ccsc3)n2C1 (configuration not stated) | 3 | -14% | -7% | 4% | u | -1% | 9%
Fc1ccc(-c2cnc([C@@H]3COCCN3Cc3csnn3)[nH]2)cc1 | 11 | -22%[138 µM] | 3%[88.5 µM] | -7%[172 µM] | -13%[172 µM] | 0%[87.6 µM] | -10%[87.6 µM]
COc1cccc(NC(=O)Cn2c(C)ccc(NC(=O)Nc3ccc(C)cc3)c2=O)c1 | -6 | u | -7% | 1µM* | 79µM* | -1% | 106%[activator]
CC(C)N[C@H]1C[C@@H](Cc2cc(CCO)on2)C1(C)C | -3 | -14%[230 µM] | i | 0%[230 µM] | -13%[230 µM] | 5%[87.6 µM] | 13%[87.6 µM]
C[C@@H]1CN(C(=O)CN(C)Cc2ccccc2F)C[C@]1(C)O | -3 | -1% | 1% | 6% | i | -6% | 13%
COc1ccc2[nH]c3c(c2c1)CCN(C)C31CCN(C(=O)c2ccc(C)nc2)CC1 | 2 | u | i | -8% | u | -1%[12.5 µM] | -8%
CCOc1ccccc1NC(=O)C1CCCN(S(=O)(=O)c2ccc3c(c2)CCCN3C(C)=O)C1 (configuration not stated) | -7 | x | x | x | x | 3% | -6%
O=C(Cc1cccs1)NC1CC(=O)N(c2ccccc2)C1 (configuration not stated) | -15 | x | x | x | x | 6% | -6%
COc1cccc(-c2cn3c(n2)N(C(=O)c2cccs2)CCC3)c1 | -4 | -11% | 0% | 35µM* | u | -9% | 121%[activator]

Another view of part of the listing above.
> Cc1ccc2nc(-c3ccc(O)cc3)c(Nc3ccc(Cl)cc3)n2c1
- IP6K1 inhibitor: 17
- 3T3 cytotox: x
- GPT2 inhibitor: x
- FLuc inh: x
- HEK293 tox: x
- SNCA viab count: -24%
- SNCA expr inhib: 15%
> COc1ccc(-c2noc(-c3cc(-c4ccc(F)cc4)n[nH]3)n2)cc1
- IP6K1 inhibitor: 5
- 3T3 cytotox: x
- GPT2 inhibitor: x
- FLuc inh: x
- HEK293 tox: x
- SNCA viab count: 4%
- SNCA expr inhib: 9%
> Cc1ccc(C(=O)N2CCCC3(CC(Cc4ccccc4)=NO3)C2)cc1 (configuration not stated)
- IP6K1 inhibitor: 10
- 3T3 cytotox: -14%
- GPT2 inhibitor: i
- FLuc inh: -1%
- HEK293 tox: u
- SNCA viab count: -13%
- SNCA expr inhib: -13%
> Cc1ccc(NC(=O)N2CCc3c(C(=O)NCCc4ccccn4)cccc32)cc1
- IP6K1 inhibitor: 2
- 3T3 cytotox: u
- GPT2 inhibitor: u
- FLuc inh: 5.6µM*
- HEK293 tox: u
- SNCA viab count: -7%
- SNCA expr inhib: u

(list continues)
structure | IP6K1 inhibitor | 3T3 cytotox | GPT2 inhibitor | FLuc inh | HEK293 tox | SNCA viab count | SNCA expr inhib
COCc1nc(-c2ccc(OC3CN(C(=O)c4ccc(OC)nc4)C3)cc2)no1 | -6 | -28% | 0% | 1% | u | 0% | u
CCCCN(CCCC)CCNC(=O)c1cc(-c2cccnc2)nc2ccc(S(=O)(=O)N3CCC(C)CC3)cc12 | -8 | x | x | x | x | 8% | -3%
CN(C)Cc1cc(C[C@@H]2C[C@H](NCc3ccccc3O)C2(C)C)no1 | -9 | u | 3%[88.5 µM] | -6%[172 µM] | 56µM* | -24%[87.6 µM] | -8%[87.6 µM]
COc1cc(C(=O)N2CCC(c3n[nH]c(=O)n3-c3ccccc3)CC2)cc(OC)c1OC | 7 | -4% | i | 3% | 2% | -3% | 23%
CNC(=O)CC1CCOC2(CCN(S(=O)(=O)c3ccc(C#N)cc3)CC2)C1 (configuration not stated) | 4 | -17% | i | 3% | -16% | 9% | -14%
COCC1CN(C(C)=O)CC12CCN(C(=O)c1ccc(F)cc1F)CC2 (configuration not stated) | 16 | -1% | 3% | 7% | u | 7% | -11%
CCCCN(C)C(=O)Cn1cnc2sc(C)c(S(=O)(=O)N3CCC(C)CC3)c2c1=O | 8 | x | x | x | x | -24% | -11%
O=C(C1CN(C2CCCC2)C(=O)N1)N1CCN(c2ncccn2)CC1 (configuration not stated) | -11 | -24% | 3% | x | -8% | 3%[12.5 µM] | 16%
COc1cccc(C(=O)NC2CCN(C(=O)c3ccc(-c4cncnc4)cc3)CC2)c1 | -11 | -21% | i | x | -5% | 2%[12.5 µM] | u
OCC(O)c1cc2n(n1)CCN(Cc1ccccc1Cn1cccn1)C2 (configuration not stated) | 5 | -2% | -16% | 6% | 4% | -1% | -18%
CC(=O)O[C@@H]1C(=O)C(C)=C(CCC(C)CC(=O)O)[C@@]2(C)CCCC(C)(C)C12 (some centres not stated) | 1 | x | i | x | x | -5% | x
CS(=O)(=O)N1CCC(N2C(=O)C3(CCCCC3)C2c2ccncc2)CC1 (configuration not stated) | -12 | -16% | -17% | -10% | -1% | 6%[12.5 µM] | u
CN(C)[C@@H]1CN(C(=O)c2cc3ccccc3[nH]2)CC[C@@H]1CO | 1 | -1% | 4% | x | -7% | 15% | 17%
COc1cccc(-n2cc(C(=O)NCc3cccc(Cl)c3)c3ccccc3c2=O)c1 | -4 | x | x | x | x | -12% | u
Cc1ccc(NC(=O)O[C@@H]2CC[C@]3(C)C(CC[C@@H](O)[C@H]3CC(=O)NCc3ccccc3)[C@]2(C)CO)cc1 (some centres not stated) | -13 | -8% | 5% | 1% | -4% | 3% | 8%
COc1ccc(NS(=O)(=O)c2cnc(N)nc2)cc1Cl | 10 | x | x | x | x | 0% | 7%
O=C(c1cccnc1)N1CCC(c2cc(-c3ccc(F)cc3)n[nH]2)CC1 | 4 | u | i | -11% | u | u | u
Cc1ccc(CNC(=O)CN2C(=O)NC3(CCCCC3)C2=O)cc1 | 3 | -13% | 2% | -3% | 2% | -1% | 6%
O=C(O)c1cccc(CC2CCN(C(=O)c3ccc(Cn4cnnn4)cc3)C2)c1 (configuration not stated) | 40 | i | -24% | 10% | 5% | -2% | 10%
CCCOc1ccc(CNC(=O)c2ccc(-n3c(C)cc4c3CCC(C)C4)cc2)cc1 (configuration not stated) | 6 | x | x | x | x | -3% | -7%
Cc1ccc(-c2nc(SCC(=O)NCC3CCCO3)c3c(=O)n(C)c(=O)n(C)c3n2)cc1 (configuration not stated) | 8 | x | x | x | x | -6% | -6%
O=C(c1cccc(OC2CN(Cc3ccc(F)cc3Cl)C2)c1)N1CCOCC1 | -11 | u | u | -1% | u | u | -22%
O=C(Nc1cccc(-c2nnc3n2CCCC3)c1)c1ccc2c(c1)OCO2 | -5 | -18% | -2% | u | u | u | u
C#CCNC(=O)c1ccc(-c2ccc(OC)nn2)cc1 | -8 | u | x | x | u | x | x
COc1ccc(-c2nc3scc(CCNS(=O)(=O)c4ccc(Oc5ccccc5)cc4)n3n2)cc1 | 1 | x | x | x | x | u | -15%
COC(=O)c1cccc(NC2=NS(=O)(=O)c3ccccc32)c1 | -40* | x | x | x | x | -15% | 8%
COCC(=O)N[C@H](C)c1onc(-c2cccnc2)c1C(=O)O | -8 | -3%[174 µM] | 0%[88.5 µM] | -2%[172 µM] | -21%[172 µM] | 13%[87.6 µM] | -5%[87.6 µM]
COCCOC1CCOC2(CCN(C(=O)Nc3ccc(OC)cc3)CC2)C1 (configuration not stated) | -8 | -13% | i | -15% | -9% | -14%[12.5 µM] | u
